# Screening results deposited in PubChem by Sanford-Burnham Center for Chemical Genomics.
# APOBEC3A inh = inhibitors of human APOBEC3A DNA deaminase | P31941 | recombinant A3A, FAM/TAMRA ssDNA deamination fluorescence | inhibition, % at 20 µM | 330,000 compounds, 0.41% hits | AID 493011;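 active = at least 40% inhibition at 20 µM here, with at most 30% in a related deaminase screen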;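 note: plate controls were A3A with DMSO for no effect and wells lacking A3A enzyme for full effect; some results filed as inactive read as strong as hits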
# hIAP inh = blocks human intestinal alkaline phosphatase; purified IAP, CDP-Star luminescence, 30 min; inhibition, % at 10 µM; 330,000 compounds, 0.12% hits;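 active = inhibition reaching a set limit with compound at 10 µM in the primary screen, cut at about 35% in these data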;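 note: plate controls were DMSO wells with enzyme for no effect and no-enzyme buffer wells for full effect; values of inactives mirror those of a sister screen read the other way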
# Target sequence (P09923 whole entry, looked up): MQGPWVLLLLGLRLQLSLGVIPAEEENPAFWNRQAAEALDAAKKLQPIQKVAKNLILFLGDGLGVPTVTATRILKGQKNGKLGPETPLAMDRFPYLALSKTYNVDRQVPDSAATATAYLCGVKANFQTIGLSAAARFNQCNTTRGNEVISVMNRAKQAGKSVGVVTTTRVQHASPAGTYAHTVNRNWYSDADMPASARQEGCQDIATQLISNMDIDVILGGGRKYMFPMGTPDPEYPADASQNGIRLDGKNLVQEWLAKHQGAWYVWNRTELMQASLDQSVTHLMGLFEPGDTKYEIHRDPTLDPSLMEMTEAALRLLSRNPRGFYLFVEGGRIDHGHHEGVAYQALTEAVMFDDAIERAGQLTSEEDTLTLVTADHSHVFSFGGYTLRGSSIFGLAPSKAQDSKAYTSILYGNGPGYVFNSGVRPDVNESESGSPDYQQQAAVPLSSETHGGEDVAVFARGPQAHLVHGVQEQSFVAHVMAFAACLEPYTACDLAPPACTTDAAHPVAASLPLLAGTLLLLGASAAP
# GRIN3A LBD mod = NR3A (human) ligand-binding domain modulation. NR3A LBD differential scanning fluorimetry, Tm shift; 0% = protein alone, 100% = glycine-bound protein. Tm shift relative to glycine control, % at 25 µM. 340,000 compounds, 2.5% hits. AID 1259313;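 active = melting temperature shift of at least 10% of the positive control shift, at one fixed dose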
# mIAP activ = increases mouse intestinal alkaline phosphatase activity. muIAP, CDP-Star luminescence, 30 min; hits give high values; 1 = vehicle-only enzyme signal, 0 = enzyme-free wells. activation factor at 10 µM. 330,000 compounds, 0.24% hits. AID 2805;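 active = activation factor of at least 2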; note: the source names both 10 and 20 µM as test concentration; values of inactives mirror those of a sister screen read the other way
#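 Assay system: mouse IAP enzyme; Reagent: CDP-Star chemiluminescent phosphatase substrate; Compound: DMSO-dissolved test compounds; Incubation: 30 min, room temperature; Technique: luminescence from enzymatic CDP-Star hydrolysis; Controls: DMSO-only wells and no-enzyme negative control.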
# MPTP inh = blocks calcium-induced mitochondrial swelling. isolated mouse mitochondria, Ca2+ swelling absorbance, 30 min. inhibition, % at 10 µM. 360,000 compounds, 1.4% hits. AID 602449;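 active = inhibition of 50% or more, scaled per plate between neutral and stimulator controls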;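 note: 0% = DMSO wells given calcium and 100% = 1 mM EGTA wells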
# hIAP act = increases human intestinal alkaline phosphatase activity; purified human IAP, CDP-Star luminescence, 30 min; hits give high values; 1 = vehicle-only enzyme, 0 = enzyme-free background; activation factor at 10 µM; 330,000 compounds, 0.16% hits; P09923;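 active = activation factor of the enzyme at least 2-fold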; note: the source names both 10 and 20 µM as test concentration; values of inactives mirror those of a sister screen read the other way
# mIAP inh = mouse IAP inhibition; purified mouse IAP, CDP-Star luminescence, 30 min; inhibition, % at 10 µM; 330,000 compounds, 0.2% hits; AID 2806;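 active = inhibition of at least 40% at 10 µM in the primary screen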;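 note: plate controls were DMSO with enzyme for no effect and no enzyme wells for full effect; values of inactives mirror those of a sister screen read the other way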
# MIN6 prolif = induces beta-cell replication in MIN6 cells | AID 2380 | proliferation, % at 10 µM | 330,000 compounds, 0.29% hits | MIN6 cells proliferation, ATPlite luminescence, 48 h; cells starved in 0.2% serum; 100% = growth in 10% serum;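 active = compounds whose signal lies at least 3.5 SD above the mean of all wells on their plate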;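 note: 0% = DMSO-treated cells in low-serum medium and 100% = 10% serum control; some compounds called inactive have numbers as strong as hits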
# APOBEC3G inh = blocks human APOBEC3G single-stranded DNA deamination | inhibition, % at 20 µM | AID 493012 | recombinant A3G, ssDNA deamination FAM/TAMRA fluorescence | 330,000 compounds, 0.28% hits;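 active = inhibition of at least 40% at 20 µM, with no more than 30% in the related APOBEC3A deaminase screen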;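 note: plate controls were DMSO wells with A3G for no effect and wells lacking A3G enzyme for full effect; some compounds called inactive have numbers as strong as hits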
# Target sequence (Q9HC16 whole entry, looked up): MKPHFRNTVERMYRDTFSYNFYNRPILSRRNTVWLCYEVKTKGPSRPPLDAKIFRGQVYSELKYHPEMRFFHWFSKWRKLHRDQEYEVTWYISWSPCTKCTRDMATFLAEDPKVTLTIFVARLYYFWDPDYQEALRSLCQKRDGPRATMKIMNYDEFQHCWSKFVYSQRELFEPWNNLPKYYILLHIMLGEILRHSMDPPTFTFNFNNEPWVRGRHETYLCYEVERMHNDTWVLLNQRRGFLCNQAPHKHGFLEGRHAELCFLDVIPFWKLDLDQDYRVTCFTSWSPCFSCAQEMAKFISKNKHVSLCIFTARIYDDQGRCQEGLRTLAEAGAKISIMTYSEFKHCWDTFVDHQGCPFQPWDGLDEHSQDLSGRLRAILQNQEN
# * = called active by the depositor; · = not tested or not shown.
SMILES,APOBEC3A inh,hIAP inh,GRIN3A LBD mod,mIAP activ,MPTP inh,hIAP act,mIAP inh,MIN6 prolif,APOBEC3G inh
COc1n[nH]c2nncnc12,-1,10,4,0.87,-0.9,0.9,13,-4,-7
COc1ccc(CN(C)S(=O)(=O)c2c(C)noc2C)cc1OC,3,-3,0,0.98,0.3,1,2,0,6
Cc1ccc(Nc2c3c(nc4ncnn24)CCC3)cc1,0,5,-1,1,0.8,0.95,-1,-1,-3
CC(C)(C)OC(=O)C[C@@H]1C/C=C\C[C@@H](CC(=O)N[C@H](CO)Cc2ccccc2)C(=O)N2CCC[C@@H]2COC1=O,-1,-12,1,1.1,-0.1,1.1,-5,-2,-6
O=C(O)c1ccc(CNC(=O)c2ccc3c(c2)C(=O)N(Cc2cccnc2)C3=O)cc1,-1,-8,-1,1,-0.1,1.1,-2,-2,-2
COc1ccc(S(=O)(=O)Nc2nc(C(F)(F)F)cs2)cc1,1,11,-3,0.95,-1.4,0.89,5,1,-5
O=C(NCc1ccc(Cl)cc1)c1nccnc1CO,5,-2,1,1,1.3,1,0,-3,5
CN(c1ccccc1C(=O)Nc1cccc(Br)c1)S(=O)(=O)c1ccccc1,-4,-14,1,1,0.3,1.1,-2,-3,-4
Cc1cc(C)c(C#N)c(Sc2ccc(N)cc2)n1,-3,3,0,1.1,0.3,0.97,-8,0,-5
O=C(c1ccc(S(=O)(=O)c2ccccc2Cl)c([N+](=O)[O-])c1)N1CCN(Cc2ccccc2)CC1,2,-7,-5,0.92,24,1.1,8,-4,-3
CCCC(C(=O)NC(C)(C)C)N(CCN1CCOCC1)C(=O)CNS(=O)(=O)c1ccccc1 (stereo unspecified),0,10,-1,0.99,-0.7,0.9,1,2,1
CN1CCN(C(=O)c2cc(-c3ccccc3)on2)CC1,5,-7,2,1.1,-2.2,1.1,-9,-1,-2
CCCC(=O)c1c(C)c2ccccc2n1C,-6,9,0,1,0.3,0.91,-5,-2,-4
Nc1ncnc2c1ncn2[C@@H]1O[C@H](CNCc2ccc(-n3cccn3)cc2)[C@@H](O)[C@H]1O,1,-1,1,1.2,0.7,1,-22,-2,9
COC(=O)CSc1nc2cc(C)cc(C)c2cc1C#N,-2,28,4,0.85,3.0,0.72,15,0,-3
CCCCc1ccc(NC(=O)c2ccc(N(C)S(C)(=O)=O)cc2)cc1,-6,-14,2,0.97,1.3,1.1,3,-4,-3
CC(C)C(NS(=O)(=O)c1ccc2c(c1)oc(=O)n2C)C(=O)N1CCN(Cc2ccccc2)CC1 (stereo unspecified),-3,7,-1,1,-0.8,0.93,-1,6,-9
c1ccc2c(-c3nnc4n3CCCCC4)cc(-c3ccncc3)nc2c1,0,7,0,0.95,-1.5,0.93,5,-1,-2
OCC[C@H]1C[C@@H](O)[C@H](O)[C@@]2(OCc3ccccc32)O1,4,7,0,0.96,0.1,0.93,4,-3,5
O=C(Nc1ccc2cn[nH]c2c1)c1ccc(Cl)c(S(=O)(=O)N2CCOCC2)c1,-4,-7,-15,1.1,0.0,1.1,-5,-4,-10
COc1ccc(OCC(=O)NC(=O)c2ccccc2OC)c([N+](=O)[O-])c1,0,-3,-2,0.95,-1.4,1,5,-4,-6
O=C(NCCN1CCOCC1)c1ccc(NS(=O)(=O)c2cccc([N+](=O)[O-])c2)cc1,-1,-12,1,1,-0.3,1.1,-4,-3,2
O=C1CC(/C=C/c2ccncc2)=Nc2ccccc2N1,2,11,1,0.98,-4.5,0.89,2,1,-3
Cc1cccc(C2=NN(c3ccc(Br)cc3)[C@@H](C(=O)N3CCOC3=O)[C@@H]2c2ccc([N+](=O)[O-])cc2)c1,3,·,-14,0.96,1.5,·,4,·,2
COc1ccc(Cc2nnc(SCC(=O)c3ccc4c(c3)NC(=O)CO4)o2)cc1,-1,2,2,0.99,0.3,0.98,1,3,-10
CCN(c1ccccc1)S(=O)(=O)c1ccc(OC)c(NC(=O)Cc2ccccc2OC)c1,2,3,4,1,-1.7,0.97,0,-6,-6
COc1ccc(-c2ccc(SCc3cccnc3)nn2)cc1OC,0,-3,-4,1,-0.6,1,-1,2,-15
NC(=O)CC(NC(=O)c1ccccc1)c1ccc(NC2CCCCCCC2)c([N+](=O)[O-])c1 (stereo unspecified),-4,12,-14,0.79,-0.9,0.88,21,-7,-8
O=C(CC(NC(=O)OCc1ccccc1)C(=O)O)OCc1ccccc1 (stereo unspecified),-2,-20,-6,0.99,0.5,1.2,0,-1,-7
COc1ccc(-c2nnn(CC(=O)N(CCCO)C(C(=O)NC3CCCC3)c3ccncc3)n2)cc1 (stereo unspecified),-7,12,-2,0.92,-0.2,0.88,8,0,-20
COc1ccc(C(c2c(C)[nH]n(-c3ccccc3)c2=O)c2c(C)[nH]n(-c3ccccc3)c2=O)cc1OC,-4,-23,-5,0.98,14,1.2,2,-3,-5
O=c1cc(CSCc2ccc(Cl)cc2)[nH]c(=O)[nH]1,0,8,1,0.9,1.7,0.92,10,-1,1
COc1ccc(C(=O)n2nc(-c3ccc(Cl)cc3)nc2N)cc1OC,-4,3,0,1,-0.7,0.97,-1,-2,-5
COc1c(C(=O)Nc2ccc(CN3CCOCC3)cc2)cc2ccccc2c1Br,-1,-5,-1,0.96,1.1,1.1,4,0,0
CN(/N=C/Cc1nnnn1-c1ccc(Cl)cc1)c1ccccc1,-7,-25,-1,1.1,3.6,1.3,-6,-3,5
COc1cccc(N2CC(O)=C(c3nc4ccccc4s3)C2=N)c1,3,-35,-2,1,1.9,1.3,-1,-3,-2

# 5 of the entries above in order of their number in hIAP act, low to high.
SMILES	APOBEC3A inh	hIAP inh	GRIN3A LBD mod	mIAP activ	MPTP inh	hIAP act	mIAP inh	APOBEC3G inh
COc1ccc(-c2nnn(CC(=O)N(CCCO)C(C(=O)NC3CCCC3)c3ccncc3)n2)cc1 (stereo unspecified)	-7	12	-2	0.92	-0.2	0.88	8	-20
O=c1cc(CSCc2ccc(Cl)cc2)[nH]c(=O)[nH]1	0	8	1	0.9	1.7	0.92	10	1
COc1ccc(Cc2nnc(SCC(=O)c3ccc4c(c3)NC(=O)CO4)o2)cc1	-1	2	2	0.99	0.3	0.98	1	-10
COc1ccc(-c2ccc(SCc3cccnc3)nn2)cc1OC	0	-3	-4	1	-0.6	1	-1	-15
O=C(CC(NC(=O)OCc1ccccc1)C(=O)O)OCc1ccccc1 (stereo unspecified)	-2	-20	-6	0.99	0.5	1.2	0	-7

# Some of the entries so far, with bars between the fields.
compound | APOBEC3A inh | hIAP inh | GRIN3A LBD mod | mIAP activ | MPTP inh | hIAP act | mIAP inh | MIN6 prolif | APOBEC3G inh
O=C(CC(NC(=O)OCc1ccccc1)C(=O)O)OCc1ccccc1 (stereo unspecified) | -2 | -20 | -6 | 0.99 | 0.5 | 1.2 | 0 | -1 | -7
COc1ccc(-c2nnn(CC(=O)N(CCCO)C(C(=O)NC3CCCC3)c3ccncc3)n2)cc1 (stereo unspecified) | -7 | 12 | -2 | 0.92 | -0.2 | 0.88 | 8 | 0 | -20
COc1ccc(C(c2c(C)[nH]n(-c3ccccc3)c2=O)c2c(C)[nH]n(-c3ccccc3)c2=O)cc1OC | -4 | -23 | -5 | 0.98 | 14 | 1.2 | 2 | -3 | -5

# Additional structures follow.
SMILES,APOBEC3A inh,hIAP inh,GRIN3A LBD mod,mIAP activ,MPTP inh,hIAP act,mIAP inh,MIN6 prolif,APOBEC3G inh
CCOC(=O)c1sc(N2C(=O)C(O)=C(C(=O)c3ccco3)C2c2cccc(Cl)c2)nc1C (stereo unspecified),2,-35,·,1,-0.2,1.4,0,-3,7
COc1cccc(OC)c1C(=O)Nc1cc(C)nn1-c1nc2ccccc2[nH]1,0,-46,-12,0.88,-2.1,1.5,12,-2,-5
C#CCOc1ccc(Br)cc1/C=N/O,-2,-7,-1,0.92,-0.6,1.1,8,-1,-4
Cc1ccc(S(=O)(=O)N2CCC[C@H]2C(=O)OC(C)C(=O)Nc2ncc(Cl)cc2Cl)cc1 (stereo partly specified),-1,-11,1,1,-0.3,1.1,-3,-2,-4
CCOC(=O)[C@@H]1CCNC[C@@H]1c1ccccc1,-1,-2,-3,1.1,4.9,1,-5,-1,-1
Cc1ccc(OCCCCn2ccnc2)c([N+](=O)[O-])c1,-2,-13,0,0.99,6.1,1.1,1,-3,-6
COc1ccccc1NC(=O)CSc1ncn[nH]1,-1,10,0,1,0.4,0.9,-1,1,-4
CCCn1nc(C(=O)N2CC(=O)Nc3ccccc32)c2ccccc2c1=O,0,-4,0,1,-0.1,1,-5,-3,1
Cc1cccc(C2CC(c3ccc(Br)cc3)Nc3nc(N)nn32)c1 (stereo unspecified),-2,-9,0,1,-2.6,1.1,0,-3,-6
O=C(Nc1ccccc1)Nc1cccc(C(F)(F)F)c1,1,-15,27*,2.9*,96*,1.2,-187,-5,-4
CCOC(=O)N1CCN(C(=O)c2c(O)c3cccc4c3n(c2=O)CC4)CC1,-10,1,0,1,-0.2,0.99,-3,3,-3
Cc1nc(N[C@@H](Cc2c[nH]c3ccccc23)C(=O)O)c2oc3ccccc3c2n1,-5,-10,-2,1,·,1.1,0,-1,-4
C/C(=N\NC(=O)c1ccc(Cl)c(Cl)c1)c1ccc(Br)s1,-1,5,-3,0.88,2.1,0.95,12,-4,-10
CC1CC(C)CN(C(=O)C(NS(=O)(=O)c2ccc(Br)s2)c2ccccc2)C1 (stereo unspecified),-1,-9,-1,0.88,3.5,1.1,12,-1,-5
CCOc1ccccc1NC(=S)NC(=O)c1ccco1,7,15,1,0.96,-0.1,0.85,4,3,1
C=CCNc1oc(-c2cccc(F)c2)nc1C#N,-5,-49,0,1.1,-3.9,1.5,-7,0,-6
CSc1ncnc2c1cnn2-c1ccc(C)cc1C,4,0,-1,0.96,2.0,1,4,-3,-1
Cn1c(=O)c2c(nc(CN3CCc4ccccc4C3)n2Cc2ccccc2)n(C)c1=O,0,-6,0,1,-0.3,1.1,-4,-6,-2
NS(=O)(=O)c1ccc(CCN=C(NS(=O)(=O)c2cccs2)c2ccccc2)cc1,-2,-10,2,1.1,0.6,1.1,-13,3,-2
CSCCC(=O)N1CCC(n2nccc2NC(=O)CCCc2ccccc2)CC1,-5,-64,0,1.1,0.0,1.6,-8,4,2
Cc1cc2nc(C)n(CCCNC(=O)Nc3ccc(C#N)cc3)c2cc1C,-16,-25,-8,1.2,2.5,1.2,-18,0,-7
O=C(C1CCCCC1)N1CCN(c2ccnc3cc(Cl)ccc23)CC1,-2,2,0,1.1,83*,0.98,-10,-6,-5
